# KDM5B inh = inhibitors of human KDM5B histone demethylase; Potency, µM (doses to about 57.7 µM), without a hit: at the top dose activity change, negative = inhibition, hits mostly inhibitors; 2.6% of 220,000 active; KDM5B demethylase, FDH-coupled NADH fluorescence (FDH is formaldehyde dehydrogenase); active means well fitted inhibition curve with a large enough effect; inconclusive means small, poorly fitted or top-dose-only effect; inactive means no such curve, though single readings can be large or run the other way; further: 0% is about no effect; nearly all actives have a fitted effect of over 70% in size
#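 KDM5BΔAP (200 nM final) in 50 mM HEPES pH 7.5, 0.01% Tween-20 was preincubated 10 min at RT with compound over a concentration range. Substrate mix (H3K4me3 12.5 µM, α-KG 25 µM, Fe²⁺, ascorbate, NAD⁺, FDH) was added, and NADH fluorescence change over 30 min gave dose-response curves.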
# * = called active by the depositor; u = inconclusive; & = joins results of further samples; [ ] = another dose, or the depositor's remark. Potency means the concentration at half of the fitted maximal effect. A portion of the library; the hit share may differ from the screen's.
KDM5B inh | mol
1% | COCCCn1c(C)cc(C(=O)CSc2ncnc3ccccc23)c1C
1% | O=C(N1CCN(C/C=C/c2ccccc2)CC1)C(F)(F)C(F)(F)C(F)(F)C(F)(F)F
u | Cc1ccc2c(n1)N(C)[C@H](CO)CCN(Cc1ccccc1Cl)C2
-19% | COc1ccc(CN2CCOc3ccc(C(=O)NCc4ccccc4F)cc3C2)c(OC)c1
7%[86.2 µM] | Cc1ccc2c(c1)nc1n2[C@@H](CNC2CCN(C)CC2)COC1
13% | O=C(CSc1nnc2ccccn12)c1ccc(Cl)cc1Cl
-8% | C=CCN(CC#Cc1ccccc1)Cc1ccc(OC)cc1OC
21% | CC(NC(=O)c1ccc(C(C)(C)C)cc1)C(=O)NC(Cc1ccc(O)cc1)C(=O)O (centres undefined)
-12% | CCN(CC)Cc1cnc2c(C(=O)NC(C)c3ccc(O)cc3)cnn2c1 (centres undefined)
32µM* | CN(C)c1cccc(C(=O)N2CCC3(CC2)N=C(c2cccc(Br)c2)NO3)c1
-16% | Cn1nccc1C(O)c1cc2n(n1)CCN(Cc1nc(C3CC3)no1)C2 (centres undefined)
4% | O=C(NCCc1ccccn1)C1c2ccccc2C(=O)N(Cc2ccccc2)C12CCCC2 (centres undefined)
-11% | CCOc1ccc(N(CC)C(=O)c2cc3c(=O)oc4ccccc4c3s2)cc1
u | COc1ccc2cc(/C=C3\SC(=O)NC3=O)ccc2c1
25% | O=C(NC1CCCCC1)c1cccc2ccccc12
-9% | COc1ccc(CN2C=C(C(=O)OCc3noc(-c4ccc(OC)cc4)n3)C(C)=NS2(=O)=O)cc1
-30% | O=C(NC1CC1)C1CCN(C2CCN(C(=O)c3c(O)cccc3O)CC2)CC1
21% | Cc1ccc2c(c1)N(CC(=O)NC1CCCC1)C(=O)CO2
-5% | COc1ccc(NC(=O)Cn2ccn(-c3ccc(OC)cc3)c2=O)cc1
u | O=C(Nc1ccc(Cl)cc1)c1cc2c(Cl)nc3ccccc3c2s1
22% | COc1ccccc1NS(=O)(=O)c1ccc(C)c(NC(=O)C2CCCO2)c1 (centres undefined)
-4% | CCOC(=O)c1ccc(CN(Cc2ccc(Cl)cc2Cl)S(=O)(=O)c2ccc(F)c(C)c2)cc1
u | O=C1OC2(CN1CC1CCOCC1)CN(c1ccccc1-c1ccccc1)C2
-9% | CN1C(=O)c2cccn2CC1CNC(=O)CCc1nc2ccccc2s1 (centres undefined)
u | CN(C)c1ccc(C(=O)NC2CCCN(c3cc(-c4ccc(F)cc4)[nH]n3)C2)cc1 (centres undefined)
2% | CC(C)CC(=O)Nc1ccc(C(=O)OCc2cc(=O)n3nc(C4CCCCC4)sc3n2)cc1
32% | CCc1ccc(NC(=O)N2CC3CC(C2)[C@H]2CCCC(=O)N2C3)cc1 (some centres undefined)
9% | CC(=O)c1cccc(Nc2cc(C)nc3ccc(C)cc23)c1
-18% | CCC(=O)N1CCN(c2nc3c(s2)CC(C(=O)Nc2ccc(OC)c(F)c2)CC3)CC1 (centres undefined)
7% | N#Cc1ccc(-c2ccc(OC(=O)CCC(=O)c3cccs3)cc2)cc1
4%[86.2 µM] | CN1C(=O)COC[C@@H]1[C@H](O)c1ccc(NC(=O)Nc2ccccc2)cc1
12% | Cc1ccc(NC(=O)N2CCC(CCNC(=O)C3CC3)CC2)cc1
u | OC(c1ccccc1)(C1CCCCC1)C(CN1CCOCC1)c1ccccc1 (centres undefined)
-6% | COc1c(CNC(C)c2nnc3n2CCCCC3)c(C(C)C)nn1C (centres undefined)
31% | O=C(N[C@@H]1CCOC[C@H]1OCc1cscn1)c1ccccc1-n1cccn1
11% | COc1ccc(S(=O)(=O)NC2CC2)cc1NC(=O)c1n[nH]c(=O)c2ccccc12
u | O=C1C(=C2SCCS2)CCc2ccccc21
3% | CCOC(=O)C(C)NC(=O)NCCC1CCN(C(=O)Nc2cccc(Cl)c2)CC1 (centres undefined)
-19% | Brc1ccc(-c2csc(-c3nc(-c4ccc(Br)s4)cs3)n2)cc1
-18% | CC(OC(=O)Cc1c[nH]c2ccccc12)C(=O)NC1(C#N)CCCCC1 (centres undefined)
16% | O=C(c1ccc2c(=O)n(-c3cccc(Cl)c3)cnc2c1)N1CCSCC1
-11% | Cc1ccc(C(=O)N2CCC[C@H](n3c(=O)n(Cc4ccccc4)c4cccnc43)C2)cn1
-9% | COc1cccc(N2CCN(c3ccc(NC(=O)c4ccc(C)cc4)cc3C(=O)O)CC2)c1
-5% | O=C(NCC(c1cccs1)N1CCOCC1)c1cccc(NC(=O)c2cccs2)c1 (centres undefined)
26% | O=C1NCCOCCN(S(=O)(=O)c2ccc3c(c2)CCC3)[C@H]2CCC[C@@H]12
-12% | COc1ccc(NC(=O)c2ccccc2NS(=O)(=O)c2ccc(CNC(C)=O)cc2)c(OC)c1
u | CCOC(=O)c1ccc(N2CCN(CC)CC2)c(NC(=O)COc2ccc(CC)cc2)c1
-16% | Cc1ccsc1CN1CCCC(c2nc(CCOCC3CCOCC3)no2)C1 (centres undefined)
-38% | CCOCCCn1c(=N)c(S(=O)(=O)c2ccc(Cl)cc2)cc2c(=O)n3cccc(C)c3nc21
u | COc1ccc(OC)c(-n2nnc3c(sc4nc(C)c(Br)c(C)c43)c2=O)c1
u | O=C(Cn1c(=O)n(CCCS(=O)(=O)C2CCCCC2)c(=O)c2ccccc21)Nc1ccccc1C(F)(F)F
12% | CCN(C(=O)c1cc2cc(Br)ccc2oc1=O)C1CCCCC1
3% | Cn1ncc(N2CCCC(CC(=O)NCC3CC3)C2)cc1=O (centres undefined)
32µM* | COc1ccc(C(=O)Nc2ccc(-c3noc([C@@H]4CCCN4Cc4ccc(Cl)cc4)n3)cn2)cc1
-24% | Cc1c(C(=O)NN)[nH]c2ccc([N+](=O)[O-])cc12
-6% | COc1ccc(-n2c(SC)nc3sc4c(c3c2=O)CCN(C(C)=O)C4)cc1
-12%[86.2 µM] | O=C1COCC2(CN(Cc3ccsc3)C2)CN1Cc1cccc(OC(F)(F)F)c1
32% | CN(C(=O)c1cc2c(s1)-c1ccccc1S(=O)(=O)C2)c1ccccc1F
u | COC[C@H]1C[C@@H](NCc2ccc(C)o2)[C@H](O)[C@@H]1O
9%&18% | COc1ccc(CCNS(=O)(=O)c2c(C)nc3scc(C)n3c2=O)cc1OC

# For convenience, part of the list above:
KDM5B inh | mol
-12% | COc1ccc(NC(=O)c2ccccc2NS(=O)(=O)c2ccc(CNC(C)=O)cc2)c(OC)c1
u | CCOC(=O)c1ccc(N2CCN(CC)CC2)c(NC(=O)COc2ccc(CC)cc2)c1
-16% | Cc1ccsc1CN1CCCC(c2nc(CCOCC3CCOCC3)no2)C1 (centres undefined)
-38% | CCOCCCn1c(=N)c(S(=O)(=O)c2ccc(Cl)cc2)cc2c(=O)n3cccc(C)c3nc21
u | COc1ccc(OC)c(-n2nnc3c(sc4nc(C)c(Br)c(C)c43)c2=O)c1
u | O=C(Cn1c(=O)n(CCCS(=O)(=O)C2CCCCC2)c(=O)c2ccccc21)Nc1ccccc1C(F)(F)F
12% | CCN(C(=O)c1cc2cc(Br)ccc2oc1=O)C1CCCCC1
3% | Cn1ncc(N2CCCC(CC(=O)NCC3CC3)C2)cc1=O (centres undefined)
32µM* | COc1ccc(C(=O)Nc2ccc(-c3noc([C@@H]4CCCN4Cc4ccc(Cl)cc4)n3)cn2)cc1
-24% | Cc1c(C(=O)NN)[nH]c2ccc([N+](=O)[O-])cc12
-6% | COc1ccc(-n2c(SC)nc3sc4c(c3c2=O)CCN(C(C)=O)C4)cc1
-12%[86.2 µM] | O=C1COCC2(CN(Cc3ccsc3)C2)CN1Cc1cccc(OC(F)(F)F)c1
32% | CN(C(=O)c1cc2c(s1)-c1ccccc1S(=O)(=O)C2)c1ccccc1F
u | COC[C@H]1C[C@@H](NCc2ccc(C)o2)[C@H](O)[C@@H]1O
9%&18% | COc1ccc(CCNS(=O)(=O)c2c(C)nc3scc(C)n3c2=O)cc1OC

# Continuation.
KDM5B inh | mol
8% | O=C(CSc1nc(C(F)(F)F)nc2ccccc12)Nc1ccc(O)cc1
10% | Cc1cc(F)ccc1NC(=O)CS(=O)(=O)c1cccc2nsnc12
-7% | CCC1Oc2ccc(Cl)cc2N(CC(=O)NCCc2ccc(Cl)cc2)C1=O (centres undefined)
5% | O=C(c1c(OCC2CC2)cc(=O)n2c1CCCCC2)N1CCOCC1
33% | Cc1nccc(-c2ccccc2)c1C(=O)N[C@H]1C[C@@H]2OCC[C@H]12
-8% | Cc1cccnc1C(=O)N1C[C@@H](COc2ccccc2)[C@H](C(N)=O)C1
-22% | CCOC(=O)c1cc(OC(=O)c2cc(OC)cc(OC)c2)n(-c2ccccc2)n1
-18% | COc1cc(NC(=O)CCc2c(C)c3ccc(C)cc3oc2=O)cc(OC)c1
1% | Cc1cccc(C(=O)NC2(C(F)(F)F)N=C(c3ccccc3)N(C3CCCCC3)C2=O)c1 (centres undefined)
-10% | COc1cccc(NC(=O)C2CCCN(S(=O)(=O)c3cn(C)cn3)CCC(=O)NCC2)c1 (centres undefined)
-16% | Cc1ccc(Cl)cc1N1CCN(C(=O)CN2C(=O)COc3ccc(S(=O)(=O)N4CCC(C)CC4)cc32)CC1
u | O=S(=O)(O)c1cccnc1SCc1ccccc1
22µM* | Cc1cn2nc(C(=O)Nc3ccc(Cl)c(C)c3)cc2c(N2CCSCC2)n1
u | COc1ccc(Br)cc1CNC(=O)c1nn(-c2ccc(C)cc2)c(=O)c2c1c1ccccc1n2C
-51% | CCOC(=O)c1c(C)[nH]c(CCC(=O)Nc2c(Cl)cc(OC)cc2OC)c1C
6% | CCc1ccc(C2c3c(-c4ccccc4O)n[nH]c3C(=O)N2Cc2ccncc2)cc1 (centres undefined)
2% | CCOc1ccc(CCNC(=O)c2cccn2-c2nnc(N3CCCC3)s2)cc1OCC
7% | O=C(c1cc(-c2ccccn2)n[nH]1)N1C[C@@H](CN2CCCCC2)[C@@H](CO)C1
0% | CCOc1ccc(S(=O)(=O)c2c[nH]c3ccccc3c2=O)cc1
-25% | CCC(=O)Nc1sc2c(c1C#N)CCC(CC)C2 (centres undefined)
-28% | Cc1ccc(NC(=O)CCN2C(=O)c3ccccc3Sc3ncccc32)cc1
16% | CN(C)C1(CNC(=O)CCc2c[nH]c3ccccc23)CCCCCC1
-27% | Cc1cc(C)cc(C(=O)N2CCN(c3cc(-c4ccccc4)[nH]n3)CC2)c1
13% | CC(C)(C)c1cc(C(=O)O)n(Cc2ccc(Cl)cc2Cl)n1
-17% | COc1cccc(-c2nc(S(=O)(=O)c3ccccc3)c(NCc3ccccc3)o2)c1
4% | CN(Cc1cccs1)C(=O)c1cccc(C#N)c1
27% | COc1cccc(-c2noc(-c3ccc(S(=O)(=O)N4CCCC4)o3)n2)c1
20% | CCc1ccc(S(=O)(=O)N2CCCC(CNC(=O)c3ccccc3Cl)C2)cc1 (centres undefined)
20µM* | O=C(CC1C(=O)NCCN1Cc1ccc(-c2ccccc2)cc1)NC(CO)CO (centres undefined)
u | COc1ccc(S(=O)(=O)N(CC(=O)Nc2cc(C)ccc2OC)Cc2ccccc2)cc1
1% | O=C(COC(=O)c1ccc(NC(=O)c2cccs2)cc1)c1ccccc1
4% | CCOc1ccccc1NC(=O)Cn1c(=O)oc2cc(Cl)ccc21
5% | CCOC(=O)c1sc(=S)n(-c2ccccc2)c1NC(C)=O
u | O=C(Nc1ccccc1N1CCN(C(=O)c2ccc(Cl)cc2)CC1)c1cccc(F)c1
-16% | COc1ccc(-n2nc(C3CCCN(C(=O)c4cccc(OC)c4)C3)[nH]c2=O)cc1 (centres undefined)
-21% | CCn1cc(CN(C)C(=O)c2cc(-c3ccc(OC)cc3)cn2CC)c(C)n1
u | COc1ccccc1NC(=O)Cn1cc(C(=O)c2ccncc2)c(=O)c2cc(C)ccc21
-14% | CC(Sc1nnnn1C)C(=O)c1ccc(F)c(F)c1 (centres undefined)
-3% | CCC(=O)N1CCc2ccc(C(=O)NC3CCCCC3)cc21
-10% | COc1cccc(C(=O)Nc2ccc(C(=O)OCc3cc(=O)n4cc(C)sc4n3)cc2)c1
-30% | O=C(Cn1ccn2nc(-c3ccccc3)c(CO)c2c1=O)Nc1cc(F)ccc1Cl
6% | Cc1noc(C)c1CN1CCC(NC(=O)C2CCC2)CC1
u | Cc1ccc(NC(=O)c2cc3c(s2)CCC3)cc1C
u | CCc1noc(-c2ccn3c(CNC(=O)c4cccc5[nH]ccc45)nnc3c2)n1
-25% | CCOC(=O)c1c(NC(C)=O)c2c3c(sc2n1Cc1cccc(Cl)c1)CCCC3
-23% | O=C(c1ccccc1F)N1CCC2(CC1)NCCc1c2[nH]c2ccccc12
11% | CNC(=O)Cn1nc(C2CCN(C(=O)c3ccc(F)cc3)CC2)c2c1CCOC2
u | Cc1cccc(C(=O)NCC(c2ccc3c(c2)OCO3)N2CCN(c3ccccc3F)CC2)c1 (centres undefined)

# Laid out differently: results already given
SMILES,KDM5B inh
O=C(c1ccccc1F)N1CCC2(CC1)NCCc1c2[nH]c2ccccc12,-23%
CCOC(=O)c1c(NC(C)=O)c2c3c(sc2n1Cc1cccc(Cl)c1)CCCC3,-25%

# Continued.
KDM5B inh | mol
31%[activator] | O=C(O)CNS(=O)(=O)c1ccccc1C(F)(F)F
-10% | COc1ccc(-n2nc(C3CCN(C(=O)c4ccccc4F)CC3)[nH]c2=O)cc1
17%&-20% | COc1ccccc1N(CC(=O)NCCSCc1ccccc1Cl)S(C)(=O)=O
30% | COC[C@@H]1CN(C(=O)COc2cccc(C)c2)C[C@H]1c1ccccn1
u | CCc1ccc(Sc2cc(C(=O)NCCCOC(C)C)c3ccccc3n2)cc1
13% | CCCn1c(C)cnc1C1CCN(S(=O)(=O)c2ccc3c(c2)CCC3)C1 (centres undefined)
12% | CC(C)N=C(NS(=O)(=O)c1cccs1)c1ccccc1
-8% | Cc1cnc(CC2CCN(C(=O)NC(C)(C)C)CC2)n1Cc1ccc(F)cc1
-11% | Cc1cc(NC(=O)COC(=O)c2sc3ccccc3c2C)no1
